# hIAP act = increases human intestinal alkaline phosphatase activity; 0.16% of 330,000 active; activation factor at 10 µM; purified human IAP, CDP-Star luminescence, 30 min; stronger effect = higher value; 1 = vehicle-only enzyme, 0 = enzyme-free background;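 active = activation factor of the enzyme at least 2-fold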; note: the source names both 10 and 20 µM as test concentration; values of inactives mirror those of a sister screen read the other way
# Target sequence (P09923 whole entry, looked up): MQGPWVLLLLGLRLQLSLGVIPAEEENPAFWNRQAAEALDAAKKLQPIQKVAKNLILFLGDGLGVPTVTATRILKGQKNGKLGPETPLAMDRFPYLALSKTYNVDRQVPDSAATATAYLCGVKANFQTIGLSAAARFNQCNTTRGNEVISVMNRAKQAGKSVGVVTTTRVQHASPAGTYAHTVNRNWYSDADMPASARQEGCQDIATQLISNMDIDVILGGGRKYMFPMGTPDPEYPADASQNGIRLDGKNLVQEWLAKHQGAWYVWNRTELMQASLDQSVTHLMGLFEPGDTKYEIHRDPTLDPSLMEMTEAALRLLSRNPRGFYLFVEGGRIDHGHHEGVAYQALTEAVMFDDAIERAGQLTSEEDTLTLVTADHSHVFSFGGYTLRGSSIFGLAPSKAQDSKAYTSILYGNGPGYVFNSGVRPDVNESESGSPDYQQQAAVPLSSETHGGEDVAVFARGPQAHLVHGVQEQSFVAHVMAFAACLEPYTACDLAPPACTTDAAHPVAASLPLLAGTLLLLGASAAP
# mIAP inh = blocks mouse intestinal alkaline phosphatase; 0.2% of 330,000 active; purified mouse IAP, CDP-Star luminescence, 30 min; inhibition, % at 10 µM;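 active = inhibition of at least 40% at 10 µM in the primary screen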;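 note: plate controls were DMSO with enzyme for no effect and no enzyme wells for full effect; values of inactives mirror those of a sister screen read the other way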
# HKDC1 inh = blocks human hexokinase HKDC1 activity | Q2TB90 | recombinant HKDC1, G6PDH/diaphorase resazurin coupled fluorescence | inhibition, % at 20 µM | 0.16% of 340,000 active | AID 493160;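 active = inhibition above about 35% when tested at 20 µM, limit read from the data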;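 note: plate controls were DMSO wells with enzyme for no effect and DMSO wells lacking enzyme for full effect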
#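 Test system: recombinant HKDC1 (HK5) hexokinase enzyme, produced in-house / Doses: 20 µM test compound, 1% DMSO / Timing: 90 min, room temperature / Detection: G6PDH/diaphorase-coupled fluorescence, 1 mM NADP, 100 µM resazurin, 525/613 nm / Control set: DMSO wells with and without enzyme mix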
# A3A deaminase = blocks human APOBEC3A ssDNA deamination; P31941; recombinant A3A, FAM/TAMRA ssDNA deamination fluorescence; inhibition, % at 20 µM; 0.41% of 330,000 active;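 active = at least 40% inhibition at 20 µM here, with at most 30% in a related deaminase screen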;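 note: plate controls were A3A with DMSO for no effect and wells lacking A3A enzyme for full effect; some results filed as inactive read as strong as hits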
# Target sequence (P31941 whole entry, looked up): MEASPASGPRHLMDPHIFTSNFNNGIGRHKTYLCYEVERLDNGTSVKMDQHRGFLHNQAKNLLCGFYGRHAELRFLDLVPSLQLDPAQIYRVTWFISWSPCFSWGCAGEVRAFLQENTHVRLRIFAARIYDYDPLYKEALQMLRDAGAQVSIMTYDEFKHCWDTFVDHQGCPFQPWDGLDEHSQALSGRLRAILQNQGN
# PfG6PD inh = PfG6PD (Plasmodium falciparum) enzyme inhibition | PfGluPho enzyme, NADPH resazurin-diaphorase fluorescence | inhibition, % at 20 µM | 0.78% of 350,000 active;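 active = inhibition reaching at least a set limit at 20 µM in the primary screen, cut at about 59% in these data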;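 note: 0% = DMSO wells with substrate and 100% = DMSO wells lacking glucose-6-phosphate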
# mIAP activ = increases mouse intestinal alkaline phosphatase activity; muIAP, CDP-Star luminescence, 30 min; stronger effect = higher value; 1 = vehicle-only enzyme signal, 0 = enzyme-free wells; 0.24% of 330,000 active; activation factor at 10 µM;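 active = activation factor of at least 2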; note: the source names both 10 and 20 µM as test concentration; values of inactives mirror those of a sister screen read the other way
#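 also added = chemiluminescent substrate CDP-Star | test system = mouse IAP enzyme | signal = chemiluminescence readout | compound = DMSO-dissolved test compounds | incubation = 30 min at room temperature | benchmarks = DMSO wells, no-enzyme wells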
# hIAP block = blocks human intestinal alkaline phosphatase; P09923; purified IAP, CDP-Star luminescence, 30 min; inhibition, % at 10 µM; 0.12% of 330,000 active; AID 2544;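 active = inhibition reaching a set limit with compound at 10 µM in the primary screen, cut at about 35% in these data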;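 note: plate controls were DMSO wells with enzyme for no effect and no-enzyme buffer wells for full effect; values of inactives mirror those of a sister screen read the other way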
# ATG4B inh = ATG4B (human) cysteine protease inhibition | 0.51% of 340,000 active | ATG4B cleavage of LC3-PLA2, NBD-HPC fluorescence, 1 h | Q9Y4P1 | inhibition, % at 8.33 µM | AID 504462; in the data active = inhibition above about 40%
# Active calls of the source: *.
1: COc1ccccc1C(c1nnnn1CCc1ccccc1)N1CCN(c2ccccc2)CC1 (stereo not given)
2: O=C(Cn1c(NCCO)nc2ccccc21)c1ccccc1
3: CCN(CC)c1ccc(NC(=O)c2cc(OC)cc(OC)c2)c(C)c1
4: Cc1ccc(CN(C(=O)c2sc3ccccc3c2Cl)C2CCS(=O)(=O)C2)cc1 (stereo not given)
5: O=C(CN1CCN(C(=O)C2CCCO2)CC1)Nc1ccc(F)cc1 (stereo not given)
6: CN(C(=O)N1CCN(c2ccccn2)CC1)c1ccccc1

assay / compound,1,2,3,4,5,6
hIAP block,-9,-2,3,4,-7,13
ATG4B inh,-10,-8,-4,-23,1,0
PfG6PD inh,13,-21,37,14,-6,-20
mIAP activ,0.99,1.1,1,0.93,1,1.1
A3A deaminase,5,2,-4,4,2,0
mIAP inh,1,-9,-5,7,-5,-12
HKDC1 inh,1,8,-1,1,-4,1
hIAP act,1.1,1,0.97,0.95,1.1,0.87

7: COc1ccc(NC(=S)N(CCc2nc3cc(C)c(C)cc3[nH]2)Cc2cccnc2)cc1
8: NS(=O)(=O)c1ccc(Nc2nc(-c3ccc4ccccc4c3)cs2)cc1
9: O=C(NNc1nc(-c2ccccc2)cs1)c1ccco1
10: CSc1nnc(C)c(=O)n1COC(=O)COc1ccccc1F
11: CC1(C)CC(=O)C=C(Nc2ccccn2)C1
12: Cc1cc(C)cc(C(=O)NN2CCN(C)CC2)c1

assay / compound,7,8,9,10,11,12
hIAP block,12,13,-54,-6,4,-5
ATG4B inh,-22,4,-4,31,-7,2
PfG6PD inh,14,23,12,7,-1,8
mIAP activ,1.3,0.95,0.93,1,1,0.98
A3A deaminase,-1,-1,0,1,2,0
mIAP inh,-29,4,7,0,-4,2
HKDC1 inh,1,14,-7,-5,-3,-11
hIAP act,0.88,0.87,1.5,1.1,0.96,1

13: COC(C[C@@H]1O[C@@H]1[C@H](O)COCc1ccccc1)OC
14: Cc1ccc(S(=O)(=O)N2CCN(C(=O)c3c(-c4ccccc4)noc3C)CC2)cc1
15: Nc1nc2ccc(Cc3ccncc3)cc2s1
16: CSc1ccccc1NC(=O)CCc1ccccc1
17: O=C(CC(c1ccco1)S(=O)(=O)c1ccccc1)c1ccccc1 (stereo not given)
18: Cc1cc(C)cc(C(=O)NCC(=O)NNC(=O)CSc2ccccc2F)c1

assay / compound,13,14,15,16,17,18
hIAP block,-2,-10,8,5,-17,-55
ATG4B inh,6,-4,-16,3,8,-2
PfG6PD inh,-6,-5,7,0,-5,8
mIAP activ,0.98,1.1,0.93,1,1.1,0.95
A3A deaminase,-3,10,0,-2,-5,0
mIAP inh,2,-5,7,-2,-13,5
HKDC1 inh,-1,-6,9,-9,3,2
hIAP act,1,1.1,0.92,0.95,1.2,1.6

19: COc1ccc(-c2cc(C(=O)N3CCN(c4ccccc4)CC3)c3ccccc3n2)cc1
20: CCCn1c(N2CCN(C)CC2)nc2c1c(=O)[nH]c(=O)n2C
21: CCOC(=O)Cc1csc(NC(=O)C(NC(=O)C2CCC(C)CC2)C(C)C)n1 (stereo not given)
22: C=CCN(c1ccccc1)S(=O)(=O)c1cccc(C(=O)OCC(=O)NC2CC2)c1
23: O=C(Cn1cnc2ccccc21)N1CCc2ccccc21
24: O=C(NCc1ccc(N2CCCC2=O)cc1)Nc1ccccc1

assay / compound,19,20,21,22,23,24
hIAP block,-7,-7,-12,-4,4,-1
ATG4B inh,-3,-9,-3,-8,4,-14
PfG6PD inh,0,-5,8,2,-18,1
mIAP activ,0.96,0.92,0.99,0.97,1,1.1
A3A deaminase,4,0,-4,-1,-1,-8
mIAP inh,4,8,0,3,0,-6
HKDC1 inh,2,1,0,-7,-6,-5
hIAP act,1.1,1.1,1.1,1,0.96,1

25: COC(=O)c1cccc(Oc2nc3c(c(=O)n(C)c(=O)n3C)n2Cc2ccc(C)cc2)c1
26: CN1C(=O)C(C)(C)N(C(=O)c2cccc([N+](=O)[O-])c2)c2ccccc21
27: COC(=O)[C@@](C)(O)C1(C(=O)SC(C)(C)C)CC1
28: O=C1C2C3C=CC(CC3)C2C(=O)N1c1ccc(F)cc1 (stereo not given)
29: O=C(NC1CCCCC1)N1CCCCCCC1
30: O=C(c1cccc([N+](=O)[O-])c1)N1CCN(c2n[nH]c(=O)[nH]c2=O)CC1

assay / compound,25,26,27,28,29,30
hIAP block,-5,0,-4,8,-1,4
ATG4B inh,-14,-4,4,-7,-10,2
PfG6PD inh,14,12,-1,3,-3,-22
mIAP activ,1,1,1,0.98,1.1,0.94
A3A deaminase,0,-1,-3,1,-7,2
mIAP inh,-1,-3,0,2,-8,6
HKDC1 inh,-2,-6,2,-6,1,10
hIAP act,1,1,1,0.92,1,0.96

31: O=C(c1ccc(Cn2cc(Br)cn2)cc1)N1CCN(c2ccccc2)CC1
32: CC(=O)OC(C(=O)NCCN1CCOCC1)c1c(F)cccc1F (stereo not given)
33: COc1ccc2c(c1)CCc1c(C(=O)N3CC4(C)CC3CC(C)(C)C4)noc1-2 (stereo not given)
34: Cc1ccc(NC(=O)CSc2nnc3ccc(-c4ccncc4)nn23)cc1
35: CCC(C)(C)NC(=O)C(c1ccc(OC)cc1)N(C(=O)CCC(=O)Nc1cc(C)on1)C(C)(C)C (stereo not given)
36: CC(c1ccc(F)cc1)n1c(-c2cccs2)n[nH]c1=S (stereo not given)

assay / compound,31,32,33,34,35,36
hIAP block,19,10,14,-24,-1,13
ATG4B inh,-6,4,-14,1,-6,-12
PfG6PD inh,9,-12,23,3,6,23
mIAP activ,0.94,1,1,1,1,0.83
A3A deaminase,0,0,0,0,3,-3
mIAP inh,6,0,0,-2,-5,17
HKDC1 inh,-6,-1,2,-1,-2,-8
hIAP act,0.81,0.9,0.86,1.2,1,0.87

37: Cc1cc(C)cc(NC(=O)c2cccc(C(=O)Nc3cc(C)cc(C)c3)n2)c1
38: COc1ccc(NC(=O)CNc2ccccc2N2CCCC2=O)cc1S(=O)(=O)N1CCOCC1
39: CCS(=O)(=O)N1CCN(c2ccc(S(=O)(=O)N3CCOCC3)cc2)CC1
40: Cc1ccc2nc(-c3ccncc3)cc(C(=O)Nc3ccncc3)c2c1
41: COc1ccc(NC(=O)C2C3CC/C=C\CCC32)cc1 (stereo not given)
42: C=CCOc1cccc(C2C(C(=O)c3ccco3)=C(O)C(=O)N2CCN2CCOCC2)c1 (stereo not given)

assay / compound,37,38,39,40,41,42
hIAP block,7,2,0,0,2,-12
ATG4B inh,-2,-2,14,-1,5,-9
PfG6PD inh,-3,-3,-25,-9,10,14
mIAP activ,1,1.1,0.99,1,0.94,0.98
A3A deaminase,6,-1,-5,-2,-1,-1
mIAP inh,-1,-8,1,-1,6,2
HKDC1 inh,0,6,14,-5,-4,2
hIAP act,0.93,0.98,1,1,0.98,1.1

43: Cc1nc2ccc(S(=O)(=O)NC(C(=O)NC3CCCC3)C(C)C)cc2s1 (stereo not given)
44: Cc1ccc(NS(=O)(=O)c2ccc(-c3ccc(=O)[nH]n3)o2)cc1
45: CCCCN1CCc2c([nH]c3c(C)cccc23)C1=O
46: CS(=O)(=O)N1CCN(c2ccccc2NC(=O)c2ccc(-c3ccc(Cl)cc3Cl)o2)CC1
47: COc1ccc(CCNC(=O)CSc2nc(O)cc(=O)[nH]2)cc1OC
48: O=C(COC(=O)c1ccccc1O)Nc1cc(S(=O)(=O)N2CCCCCC2)ccc1Cl

assay / compound,43,44,45,46,47,48
hIAP block,-4,-4,-30,6,2,-3
ATG4B inh,-6,0,-7,-10,-3,5
PfG6PD inh,-1,-14,8,1,-6,-7
mIAP activ,0.95,0.91,1,0.9,0.98,1
A3A deaminase,0,-3,-3,-4,0,8
mIAP inh,4,10,0,10,2,-1
HKDC1 inh,1,-2,1,-5,-4,2
hIAP act,1,1,1.3,0.94,0.98,1

49: N#Cc1nc(COc2ccccc2)oc1NCCCn1ccnc1
50: CCCCn1c(N)c(N(CC(C)C)C(=O)C2CCCO2)c(=O)[nH]c1=O (stereo not given)
51: CSc1ccc(Cl)c(C(=O)NCCOc2ccccc2)c1
52: O=C(Cn1nnc2ccccc2c1=O)N[C@@H](Cc1ccccc1)C(=O)O
53: O=C(c1cc(C2CC2)nn1-c1ccccc1)N1CCN(c2ccc(O)cc2)CC1
54: CCc1nn(CC(=O)NCCN2CCOCC2)c(=O)c2cc3c(OC)cccc3n12

assay / compound,49,50,51,52,53,54
hIAP block,20,-2,-8,-5,-11,-12
ATG4B inh,-7,2,6,-11,0,9
PfG6PD inh,-14,9,2,-15,59,-9
mIAP activ,0.98,0.96,0.99,1,0.92,0.98
A3A deaminase,-3,-4,0,-3,-6,-2
mIAP inh,2,4,1,-1,8,2
HKDC1 inh,-4,-2,-7,-3,4,-2
hIAP act,0.8,1,1.1,1,1.1,1.1

55: COc1ccc(C(=O)CSc2nnc(CNc3ccc(C)cc3C)n2Cc2ccco2)cc1
56: CSc1ncc(S(=O)(=O)c2ccccc2)c(=O)[nH]1
57: C=CCn1c(=O)/c(=C/c2ccc(Cl)cc2)s/c1=C(/C#N)c1nnc2n1CCCCC2
58: CCC1CCCCN1C(=O)CCc1nnc(Cc2c[nH]c3ccccc23)o1 (stereo not given)
59: O=C(CSc1nc2ccc(Cl)cc2[nH]1)Nc1ccc2c(c1)CCC2
60: CC(NC(=O)CN1CCc2ccccc21)c1ccccc1 (stereo not given)

assay / compound,55,56,57,58,59,60
hIAP block,-5,-6,-7,-10,-5,8
ATG4B inh,-15,-6,24,8,-2,-6
PfG6PD inh,2,10,27,-11,-1,2
mIAP activ,0.94,1,0.93,0.93,0.84,1
A3A deaminase,-1,-4,-5,-4,-4,0
mIAP inh,6,-5,7,7,16,0
HKDC1 inh,5,-15,14,0,8,-2
hIAP act,1.1,1.1,1.1,1.1,1,0.92
